Compound activity (PubChem)
Integrin act MD = integrin-mediated muscular dystrophy alleviation activation | alpha7betagal myoblasts, beta-gal FDG fluorescence, 48 h | AID 624291 | actives 0.064% (n = 350,000) | Potency, µM (doses to about 38.3 µM), for the others: at the top dose activation, most hits filed as activators;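 further: potency means the concentration at half of the fitted maximal effect; 100% = response of the positive control SU9516; nearly all actives have a fitted effect of over 60% in size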
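Alpha7betagal+/- myoblasts (passage 13) were plated 16-24 hr, then exposed to compounds (1:260 dilution of DMSO stock) for 48 hours at 37C. After MPER lysis, β-galactosidase reporter activity was read as FDG fluorescence (ex 480/em 540) after 30 minutes.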
Mito fusion act = inhibitors of mitochondrial division or activators of mitochondrial fusion; S. cerevisiae fusion-defective mutant growth rescue, CellTiterGlo 48 h; Potency, µM (doses to about 46.1 µM), for inactives: at the highest dose growth rescue (activation), actives largely listed as activators; actives 0.23% (n = 320,000); AID 485298;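 further: potency means the concentration at half of the fitted maximal effect; % of control where 0% means no effect; nearly all actives have a fitted effect of over 45% in size; temperature-sensitive fusion mutants such as fzo1-1 at 37 °C on non-fermentable ethanol glycerol medium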
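Luminescent cell viability in 1536-well qHTS format served as the measure of rescued growth in ts fusion-mutant S. cerevisiae cultured on non-fermentable YPEG for 48 hours at 37C.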
Eya2 inh = Eya2 (human) phosphatase inhibition; O00167; recombinant Eya2, OMFP fluorescence dephosphorylation (OMFP is methylfluorescein phosphate); Potency, µM (doses to about 76.9 µM), for the others: top-dose activity, negative = inhibition, hits mostly inhibitors; actives 0.006% (n = 330,000); AID 488837; further: potency means the concentration at half of the fitted maximal effect; on the % scale 0 is the no-effect control and ±100 the full control effect
Target sequence (O00167 whole entry, looked up): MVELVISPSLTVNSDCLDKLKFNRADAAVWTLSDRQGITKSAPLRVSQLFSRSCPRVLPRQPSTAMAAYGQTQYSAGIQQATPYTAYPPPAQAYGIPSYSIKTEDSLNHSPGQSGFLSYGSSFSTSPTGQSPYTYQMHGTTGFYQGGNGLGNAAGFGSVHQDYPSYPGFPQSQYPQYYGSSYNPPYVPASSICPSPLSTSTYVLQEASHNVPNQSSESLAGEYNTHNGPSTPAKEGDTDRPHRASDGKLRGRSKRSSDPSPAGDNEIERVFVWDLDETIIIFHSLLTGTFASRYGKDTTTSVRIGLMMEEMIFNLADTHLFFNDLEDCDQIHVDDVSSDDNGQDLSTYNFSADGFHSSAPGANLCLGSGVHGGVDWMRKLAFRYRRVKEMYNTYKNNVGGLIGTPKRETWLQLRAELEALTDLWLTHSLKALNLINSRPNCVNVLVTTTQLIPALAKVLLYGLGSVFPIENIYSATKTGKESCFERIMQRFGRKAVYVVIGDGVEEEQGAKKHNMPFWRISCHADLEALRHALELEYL
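Eya2 protein (added as 0.2 uM solution) was preincubated with compound for 10 min at ambient temperature in 50 mM HEPES pH 7.5, 50 mM NaCl, 5 uM MgCl2, 0.05% BSA, 1 mM DTT. OMFP (added at 50 uM) then reacted 10 min; fluorescence read at 485/525 nm.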
BCR signal inh = blocks chronic active B-cell receptor signaling; ABC-DLBCL IkBa-CBG/CBR reporter, luminescence ratio, 4 h; Potency, µM (series often up to 46.1 µM), inactives show top-dose ratio change, negative = lower green/red ratio, usual class: inhibitors; actives 0.05% (n = 340,000); active means well fitted inhibition curve with a large enough effect in the signal ratio, with a control signal flat, not every such curve was filed as active; inconclusive means small, poorly fitted or top-dose-only effect, or effect the other way, or a change in a side signal; the % refers to the signal ratio;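 further: potency means the concentration at half of the fitted maximal effect; plate controls were basal doxycycline-induced cells for no effect and cells given 10 µM MG132 for full effect; MG132 reads +100%, hits lower the ratio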
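Compounds up to 46 uM were incubated four hours with TMD8 cells whose green CBG68 luciferase is fused to IkappaBalpha; red CBR luminescence normalised the signal, and concentration-effect curves were fitted to fusion, red and ratio data.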
TCR activator = activators of T cell receptors; primary human leukocytes, anti-CD3, IL-2 HTRF, 48 h; Potency, µM (series often up to 9.22 µM), without a hit: top-dose activation of IL-2 secretion, actives largely listed as activators; 330,000 tested, under 10 active; further: % of control where 0% means no effect
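HTRF read-out of IL-2 secretion: europium cryptate donor excited at 320nm, d2 acceptor emission at 665nm. Cells were primary human leukocytes incubated 48 hr with compounds and a-CD3 beads, supplying TCR signal only.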
TSG101-PTAP inh = blocks PTAP/TSG101 interaction to inhibit HIV-1 budding; Q99816; Fluorescence polarization, FITC-PTAP peptide / Tsg101 binding; Potency, µM (series often up to 115 µM), inactives show at the top dose activity change, negative = inhibition, hits mostly inhibitors; 340,000 tested, under 10 active; active means well fitted inhibition curve with a large enough effect in the main read-out, with a control signal flat, not every such curve was filed as active; inconclusive means small, poorly fitted or top-dose-only effect, or effect the other way, or a change in a side signal; inactive means no such curve, though single readings can be large or run the other way; further: potency means the concentration at half of the fitted maximal effect; % of control where 0% means no effect
Target sequence (Q99816 whole entry, looked up): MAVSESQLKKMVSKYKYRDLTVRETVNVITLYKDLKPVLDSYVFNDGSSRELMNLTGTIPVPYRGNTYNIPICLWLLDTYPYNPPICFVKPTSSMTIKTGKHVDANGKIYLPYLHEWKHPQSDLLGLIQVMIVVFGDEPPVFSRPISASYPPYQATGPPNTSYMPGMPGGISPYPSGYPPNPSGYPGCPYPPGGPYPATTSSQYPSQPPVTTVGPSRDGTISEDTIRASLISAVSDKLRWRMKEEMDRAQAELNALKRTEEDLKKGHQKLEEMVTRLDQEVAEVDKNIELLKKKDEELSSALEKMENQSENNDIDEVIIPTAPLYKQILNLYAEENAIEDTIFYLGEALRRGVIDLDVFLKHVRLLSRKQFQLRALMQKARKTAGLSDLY
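FP read-out: FITC-PTAP peptide, 50 nM final, binding Tsg101 binding domain, 10 uM final; 20 min, r.t.; 10 mM HEPES pH 7.5, 0.15 M NaCl, 0.01% Tween 20, 3 mM EDTA, 0.1 mM TCEP.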
Tb PFK inh = blocks T. brucei phosphofructokinase; O15648; T. brucei PFK, ADP-Glo luminescence; Potency, µM (top dose mostly 57.5 µM), for the others: at the highest dose activity, negative = inhibition, most hits filed as inhibitors; actives 0.17% (n = 330,000); AID 485367;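 further: potency means the concentration at half of the fitted maximal effect; 0% = uninhibited 1x PFK enzyme wells and -100% = no-enzyme wells; nearly all actives have a fitted effect of over 60% in size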
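Luminescent ADP detection (ADP-Glo, two-step: ATP depletion then ADP-to-ATP conversion for luciferase) reported PFK activity after 45 min room-temperature reaction of 1.25 nM enzyme with 0.5 mM F6P and 0.1 mM ATP at pH 8.0.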
AT treatment = potential ataxia-telangiectasia treatment; Potency, µM (doses to about 57.5 µM), inactives show at the top dose activation, hits mostly activators; […] A-T fibroblasts, KAP-1 phosphorylation AlphaLISA; neocarzinostatin DNA damage 30 min before lysis; actives 0.19% (n = 320,000); AID 485349; further: potency means the concentration at half of the fitted maximal effect; % of control where 0% means no effect; nearly all actives have a fitted effect of over 45% in size
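hTERT-immortalized A-T patient fibroblasts ([…]), 500 cells/well in OPTI-MEM, 1% FBS, got compounds for 60 min, then NCS for 30 min at 37C. Lysates were then assayed for phospho-KAP-1 by AlphaLISA (anti-pKAP1 donor, anti-KAP1 acceptor beads), 6 hr at 25C.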
TSHR antag = blocks TSH signaling through the human TSH receptor | activity change, negative = inhibition, % at 11.5 µM | TSHR-expressing cells, TSH-stimulated cAMP HTRF, 2 h; stronger effect = lower value | actives 0.2% (n = 330,000);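 active means activity change below a set negative limit, meaning inhibition stronger than a set level, cut at about -70% in these data; inconclusive means activity change between two set negative limits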; further: on the % scale 0 is the no-effect control and ±100 the full control effect
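Antagonism was scored as loss of TSH-driven cAMP in TSHR cells, stimulated with 4nM TSH (EC80) for 2 hours at 37 deg C and detected by homogeneous HTRF competition immunoassay.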
ELG1 repair inh = inhibitors of ELG1-dependent DNA repair in HEK293T cells; HEK293T ELG1-luciferase reporter, luminescence, 16 h; DNA damage induced by 5-fluorouridine; Potency, µM (top dose mostly 46.1 µM), without a hit: at the top dose activity change, negative = inhibition, usual class: inhibitors; actives 2.3% (n = 330,000); AID 504467; further: potency means the concentration at half of the fitted maximal effect; on the % scale 0 is the no-effect control and ±100 the full control effect; nearly all actives have a fitted effect of over 55% in size
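DMSO vehicle served as the neutral condition. Each well held 2,000 cells given 5-fluorouridine plus compound; after 16 hr at 37 °C/5% CO2, ONE-Glo was added and luciferase measured 30 min later.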
ASM inhibitor = inhibitors of human secretory acid sphingomyelinase; AID 504937; actives 0.006% (n = 340,000); Potency, µM (highest dose often 57.5 µM), for inactives: at the top dose activity change, negative = inhibition, actives largely listed as inhibitors; placental ASM, HMU-PC fluorogenic substrate, 60 min; further: potency means the concentration at half of the fitted maximal effect
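Steps: dispense placental human ASM, pin compound, wait 10 min at room temperature, add HMU-PC0 substrate at 9 uM final, incubate 60 min at 37 °C, add stop solution raising pH to 10, read fluorescence.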
Numbers without * were called inactive; ? = inconclusive; nt = not tested or not shown; [ ] = remark or other dose. Unless noted, the call rests on the fitted dose curve; in most records, active means well fitted curve in the direction sought with a large enough effect; inconclusive means small, poorly fitted or top-dose-only effect, or another doubt; inactive means no such curve, though single readings can be large; an effect the other way counts as inactive or inconclusive.

Each structure is followed by: Integrin act MD, Mito fusion act, Eya2 inh, BCR signal inh, TCR activator, TSG101-PTAP inh, Tb PFK inh, AT treatment, TSHR antag, ELG1 repair inh, ASM inhibitor
#1 CC(C/C=N/NC(=O)COc1cc(Cl)ccc1Cl)c1ccccc1 (centres undefined)
→ 16%, -1%, -27%, 0%, -3%, -2%, -3%, 0%, -12, 1%, -3%
#2 COC(=O)c1sc(NC(=O)c2cc3c(s2)CCCC3)nc1C
→ 15%, 9%, 6%, -18%, 0%, -1%, 9%, -4%, -11, ?, -1%
#3 Cc1ccc(CSc2nnc3c(n2)OC2(Nc4ccccc4-3)C(=O)Nc3ccc(F)cc32)cc1 (centres undefined)
→ -21%, -2%, 9%, ?, 1%, ?, -4%, -5%, 2, -7%, -20%
#4 Cn1cnnc1SCC(=O)c1ccc2c(c1)NC(=O)CO2
→ 22%, -6%, -1%, ?, 0%, -8%, 0%, 11%, -9, 8%, 1%
#5 Cc1ccc(C)c(N(CC(=O)NCc2ccco2)C(=O)CNS(=O)(=O)c2ccc(F)cc2)c1
→ -4%, 4%, -18%, -1%, -1%, -5%, 0%, 34%, nt, ?, -2%
#6 CCc1nn(CC(=O)NCCc2ccc(OC)cc2OC)c(=O)c2cc3occc3n12
→ 12%, 5%, 2%, 4%, -2%, -2%, 0%, 4%, 1, -9%, 0%
#7 CCN(c1ccccc1)S(=O)(=O)c1ccc2ccccc2c1
→ -14%, -7%, 7%, 2%, -8%, -2%, 0%, 10%, 8, -2%, -2%
#8 COc1ccc(C(=O)NC(=S)Nc2ccccc2N2CCOCC2)cc1[N+](=O)[O-]
→ -30%, 3%, -1%, ?, 2%[46.1 µM], -1%, -2%, 0%, -8, 18µM*, -12%
#9 Cc1c(F)cccc1NS(=O)(=O)c1ccccc1C#N
→ 6%, -1%, -9%, 1%, 2%, -5%, -11%, 6%, 3, -6%, 1%
#10 CCOC(=O)CSc1nc(C)cc(=O)[nH]1
→ 6%[7.66 µM], 5%, nt, nt, 1%, -5%, nt, nt, nt, nt, 6%
#11 C[C@@H]1NC(=O)c2cc([N+](=O)[O-])cc(I)c2OCC[C@@H](C(N)=O)NC(=O)[C@H](CCCCN)NC1=O
→ 2%, 7%, 2%, -4%, -8%, -4%, 0%, 8%, 4, 24%, 10%
#12 Cc1noc(C)c1S(=O)(=O)N1CCCC(C(=O)NCC2CCCO2)C1 (centres undefined)
→ 11%, -1%, 28%, -1%, -15%, -1%, -6%, -3%, 5, 3%, 0%
#13 CCC(OC(=O)c1nsc(Cl)c1Cl)C(=O)NC(C)(C)C (centres undefined)
→ ?, -11%, -2%, -5%, -2%, -7%, -5%, -4%, -5, 1%, 1%
#14 CC(C)CCNC(=O)C(c1ccc(O)cc1)N(Cc1ccco1)C(=O)CCC(=O)Nc1nccs1 (centres undefined)
→ 12%, -4%, -5%, 4%, -3%, -2%, 1%, 0%, 7, -12%, 1%
#15 CC(C)(C)CC(C)(C)NC(=S)NC1CCN(Cc2ccccc2)CC1
→ -25%, 8%, -7%, ?, 0%[46.1 µM], 0%, -2%, -1%, 0, -5%, -3%
#16 Cc1nn(-c2ccccc2)c(Cl)c1C(=O)NNC(=O)c1ccncc1
→ -11%, 4%, 11%, ?, 27%, 0%, 0%, 2%, 0, 14%, -1%
#17 CC(C)(C)c1ccc(C(=O)CSc2nc3ccccc3c(=O)[nH]2)cc1
→ -7%, 5%, -6%, ?, 6%, -6%, 8%, 4%, 16, 22%, -1%
#18 CCCCCN(C(=O)CCC(=O)OCC(=O)c1ccc(CCC)cc1)c1c(N)n(CCCC)c(=O)[nH]c1=O
→ 31%, -5%, -27%, -8%, -4%, 0%, 0%, -7%, -6, -7%, -6%
#19 Cc1ccc(CNC(=O)[C@@H]2CCC(=O)N2Cc2ccco2)cc1
→ 31%, -3%, 0%, -18%, -2%, -4%, -6%, nt, 4, 2%, 5%
#20 CC(C)(C)NCc1ccccc1OCc1cccs1
→ -23%, 0%, -12%, 0%, -6%, -7%, -2%, 4%, 4, -2%, 2%
#21 COc1ccc(OC)c(NC(=O)CSc2nc3ccccc3c(=O)n2CCNC(C)=O)c1
→ -4%, 1%, -6%, ?, -4%[46.1 µM], -4%, -3%, -8%, 7, 4%, 1%
#22 CC(=O)c1ccc(NC(=O)C2CCCN(S(=O)(=O)c3ccc(-n4cnnn4)cc3)C2)cc1 (centres undefined)
→ -48%, -1%, 0%, 5%, 11%, 1%, 4%, 9%, -7, 12%, 0%
#23 COc1ccc(NCc2cc(=O)oc3cc(NC(C)=O)ccc23)cc1
→ nt, 3%, -4%, 0%, 3%, nt, 7%, 2.5µM*, -27, 22%, nt
#24 O=C(NCc1cccs1)C1CCCN1C(=O)Nc1ccccc1Cl (centres undefined)
→ 24%, -5%, -3%, 5%, -3%, -8%, -1%, 6%, -1, 10%, 1%
#25 Cc1cc(C)c(C(N)=O)c(Nc2cccc(Cl)c2)n1
→ 4%, 2%, 4%, ?, -8%[46.1 µM], -11%, 1%, 3%, -11, 18%, -5%
#26 Cc1cc(Nc2ccc(N3CCOCC3)cc2)c2cccc(C)c2n1
→ -24%, 3%, 16%, ?, -2%, -1%, -5%, 12%, -1, 12%, -3%
#27 CN(C)c1ccc(/C=C2\N=C(C(C)(C)C)OC2=O)cc1
→ ?, -4%, -6%, 9%, 1%, 0%, 3%, -8%, -10, 6%, -4%
#28 Nc1nc2c(C(=O)N3CCOCC3)nnn2c2ccccc12
→ 0%, -1%, -16%, -7%, 3%, -3%, -7%, 10%, -1, ?, 11%
#29 Cc1ccc(C(=O)NCC(=O)OCc2nnc(-c3ccccc3)o2)cc1
→ -14%, 1%, 12%, -2%, 1%, -1%, ?, -1%, -4, 14%, -1%
#30 CCOC(=O)c1cccc(NS(=O)(=O)c2cnc[nH]2)c1
→ -4%, -8%, 7%, 12%, -2%, -4%, -2%, 1%, 3, 5%, 0%

Some of the entries so far, with one line to a screen.
21. COc1ccc(OC)c(NC(=O)CSc2nc3ccccc3c(=O)n2CCNC(C)=O)c1
22. CC(=O)c1ccc(NC(=O)C2CCCN(S(=O)(=O)c3ccc(-n4cnnn4)cc3)C2)cc1 (centres undefined)
23. COc1ccc(NCc2cc(=O)oc3cc(NC(C)=O)ccc23)cc1
24. O=C(NCc1cccs1)C1CCCN1C(=O)Nc1ccccc1Cl (centres undefined)
25. Cc1cc(C)c(C(N)=O)c(Nc2cccc(Cl)c2)n1
26. Cc1cc(Nc2ccc(N3CCOCC3)cc2)c2cccc(C)c2n1
27. CN(C)c1ccc(/C=C2\N=C(C(C)(C)C)OC2=O)cc1
28. Nc1nc2c(C(=O)N3CCOCC3)nnn2c2ccccc12
29. Cc1ccc(C(=O)NCC(=O)OCc2nnc(-c3ccccc3)o2)cc1
30. CCOC(=O)c1cccc(NS(=O)(=O)c2cnc[nH]2)c1

entry no.,21,22,23,24,25,26,27,28,29,30
Integrin act MD,-4%,-48%,nt,24%,4%,-24%,?,0%,-14%,-4%
Mito fusion act,1%,-1%,3%,-5%,2%,3%,-4%,-1%,1%,-8%
Eya2 inh,-6%,0%,-4%,-3%,4%,16%,-6%,-16%,12%,7%
BCR signal inh,?,5%,0%,5%,?,?,9%,-7%,-2%,12%
TCR activator,-4%[46.1 µM],11%,3%,-3%,-8%[46.1 µM],-2%,1%,3%,1%,-2%
TSG101-PTAP inh,-4%,1%,nt,-8%,-11%,-1%,0%,-3%,-1%,-4%
Tb PFK inh,-3%,4%,7%,-1%,1%,-5%,3%,-7%,?,-2%
AT treatment,-8%,9%,2.5µM*,6%,3%,12%,-8%,10%,-1%,1%
TSHR antag,7,-7,-27,-1,-11,-1,-10,-1,-4,3
ELG1 repair inh,4%,12%,22%,10%,18%,12%,6%,?,14%,5%
ASM inhibitor,1%,0%,nt,1%,-5%,-3%,-4%,11%,-1%,0%
